MBNL1 CUG block = MBNL1-poly(CUG) RNA binding inhibition. Q9NR56. TR-FRET MBNL1-His/biotin-(CUG)12 binding, 665/545 ratio. Potency, µM (titrated, usually from 57.5 µM), inactives show top-dose activity change, negative = inhibition, usual class: inhibitors. 0.036% of 280,000 active. AID 2675; active means well fitted inhibition curve with a large enough effect in the signal ratio, with a control signal flat, not every such curve was filed as active; inconclusive means small, poorly fitted or top-dose-only effect, or effect the other way, or a change in a side signal; inactive means no such curve, though single readings can be large or run the other way; the % refers to the signal ratio; further: potency means the concentration at half of the fitted maximal effect; on the % scale 0 is the no-effect control and ±100 the full control effect
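MBNL1-His + Biotin-(CUG)12, cpd titration 92 nM–58 uM; Tb anti-His Ab 0.055 ng/ul, SA-XL665 5 nM (final); 60 min RT; ratiometric 665/545 nm, Ex 340 nm; normalized to buffer and full-complex controls.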
ASM inhibitor = human S-ASM enzyme inhibition | P17405 | placental ASM, HMU-PC fluorogenic substrate, 60 min | Potency, µM (titrated, usually from 57.5 µM), for the others: top-dose activity change, negative = inhibition, most hits filed as inhibitors | 0.006% of 340,000 active | AID 504937; further: potency means the concentration at half of the fitted maximal effect
Target sequence (P17405 47-631 limits assumed): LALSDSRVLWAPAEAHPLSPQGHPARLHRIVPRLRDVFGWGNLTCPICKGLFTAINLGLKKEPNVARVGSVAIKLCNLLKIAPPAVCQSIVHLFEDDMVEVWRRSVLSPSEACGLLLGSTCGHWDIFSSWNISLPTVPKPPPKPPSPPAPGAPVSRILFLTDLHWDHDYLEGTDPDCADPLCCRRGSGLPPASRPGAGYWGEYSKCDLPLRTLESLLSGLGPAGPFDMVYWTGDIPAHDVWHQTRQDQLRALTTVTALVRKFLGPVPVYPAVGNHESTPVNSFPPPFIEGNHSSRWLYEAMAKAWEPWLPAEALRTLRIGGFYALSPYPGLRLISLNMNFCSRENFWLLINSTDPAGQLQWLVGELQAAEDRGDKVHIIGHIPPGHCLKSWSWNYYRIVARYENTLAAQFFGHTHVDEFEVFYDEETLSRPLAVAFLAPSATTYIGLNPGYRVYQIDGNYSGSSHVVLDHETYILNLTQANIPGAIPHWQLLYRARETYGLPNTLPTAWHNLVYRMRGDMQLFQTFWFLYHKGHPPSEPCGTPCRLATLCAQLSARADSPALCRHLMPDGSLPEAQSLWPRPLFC
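qHTS format. ASM enzyme prepared from human placenta hydrolyses the fluorogenic substrate HMU-PC0 (9 uM final) over 60 min at 37 °C after a 10 min compound preincubation.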
Coupling enz = inhibits coupling enzyme system, counter-screen for aldolase hits | coupling enzyme system counterscreen, AmpLite Red fluorescence | 0.67% of 290,000 active | AID 2472 | activity change, negative = inhibition, % at 58.2 µM, hits read low; in the data active means activity change below about -30%; further: on the % scale 0 is the no-effect control and ±100 the full control effect
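Counterscreen of the coupled detection system alone, without aldolase: glyceraldehyde-3-phosphate coupling enzymes plus AmpLite Red readout. Compounds at 57.5 uM final, 10 min RT preincubation, 20 min RT reaction, fluorescence 525/598 nm.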
Integrin act MD = activates integrin-mediated alleviation for muscular dystrophy. alpha7betagal myoblasts, beta-gal FDG fluorescence, 48 h. Potency, µM (highest dose often 38.3 µM), for inactives: top-dose activation, hits mostly activators. 0.064% of 350,000 active;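 further: potency means the concentration at half of the fitted maximal effect; 100% = response of the positive control SU9516; nearly all actives have a fitted effect of over 60% in size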
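alpha7betagal+/- myoblasts (passage 13, 250/well) treated 48 h at 37C with compounds at 1:260 dilution of DMSO stock. Lysed, then beta-galactosidase activity read as FDG fluorescence (ex 480/em 540) after 30 min, with pre-read for autofluorescence.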
GALK inh = galactokinase (human) inhibition. AID 1868. P51570. Potency, µM (titrated, usually from 57.5 µM), inactives show at the highest dose activity change, negative = inhibition, actives largely listed as inhibitors. Purified GALK, Kinase-Glo residual ATP luminescence. 0.007% of 270,000 active; further: potency means the concentration at half of the fitted maximal effect; on the % scale 0 is the no-effect control and ±100 the full control effect
Target sequence (P51570 whole entry, looked up): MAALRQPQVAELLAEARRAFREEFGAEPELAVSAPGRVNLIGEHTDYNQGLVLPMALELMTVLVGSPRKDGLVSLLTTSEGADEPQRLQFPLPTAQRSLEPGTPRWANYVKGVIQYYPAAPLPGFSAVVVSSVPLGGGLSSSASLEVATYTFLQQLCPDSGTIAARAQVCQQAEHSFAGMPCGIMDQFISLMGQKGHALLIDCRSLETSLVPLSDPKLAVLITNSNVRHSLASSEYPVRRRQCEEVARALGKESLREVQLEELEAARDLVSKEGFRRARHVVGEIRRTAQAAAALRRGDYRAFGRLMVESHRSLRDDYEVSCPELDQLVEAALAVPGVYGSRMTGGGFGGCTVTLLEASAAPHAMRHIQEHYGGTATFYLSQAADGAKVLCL
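Human GALK (5 nM) with 35 uM ATP and 100 uM galactose in 20 mM HEPES pH 8.0, 5 mM MgCl2, 60 mM NaCl, 1 mM DTT, 0.01% BSA. After 1 h at room temperature, leftover ATP was read by Kinase-Glo Plus luminescence.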
MLL CXXC-DNA inh = blocks binding of human MLL CXXC domain to DNA; Q03164; MLL-CXXC / FITC-HOXA9 DNA fluorescence polarization; Potency, µM (series often up to 115 µM), for inactives: at the top dose activity change, negative = inhibition, actives largely listed as inhibitors; 0.037% of 290,000 active; active means well fitted inhibition curve with a large enough effect in the polarisation, with a control signal flat, not every such curve was filed as active; inconclusive means small, poorly fitted or top-dose-only effect, or effect the other way, or a change in a side signal; inactive means no such curve, though single readings can be large or run the other way; the % refers to the polarisation; further: potency means the concentration at half of the fitted maximal effect
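Steps: dispense CXXC domain solution (7 uM) → pin compounds or unlabeled HOX-A9 DNA control → 5 min ambient → add FLSN-HOX-A9 solution (50 nM) → spin → 30 min ambient → fluorescence polarization. Tris pH 7.5/NaCl/DTT/BSA buffer.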
KCNH2 3.1 inh = KCNH2 3.1 (human) potassium channel inhibition. U2OS KCNH2 3.1, thallium flux FluxOr; active compounds read low. 0.95% of 340,000 active. activity change, % (tested at about 1.8 µM);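 active means maximum activity change below -70%; inconclusive means maximum activity change from -70% to -50%; inactive means maximum activity change above -50%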;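 further: thallium influx rate constant from kinetic fluorescence after stimulation buffer; on the % scale 0 is the no-effect control and ±100 the full control effect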
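FluxOr-based Tl+ influx in U2OS cells transduced with KCNH2 3.1 virus; rate constants normalized to DMSO controls.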
hERG WT inh = blocks the wildtype human KCNH2 potassium channel | Q12809 | 0.37% of 340,000 active | U2OS, BacMam KCNH2, thallium flux FluxOr; active compounds read low | activity change, % at 1.84 µM | AID 720551;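 active means maximum activity change below -70%; inconclusive means maximum activity change between -70% and -50%; inactive means maximum activity change above -50%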; further: on the % scale 0 is the no-effect control and ±100 the full control effect
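U2OS cells were transduced with wild-type KCNH2 virus (2.03 x 10^8 / mL) for 4 h at room temperature, then cultured overnight at 37 C. Thallium flux was read with FluxOr dye. Rate constants were normalized to DMSO controls.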
TRPV1 agonist = human TRPV1 agonism; TRPV1-expressing cells, Fluo-8 calcium influx, agonist mode; activation, % at 8.33 µM; 0.19% of 320,000 active; AID 540275; in the data active means activation above about 80%; inconclusive means between about 30% and that limit; further: 0% is about no effect
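Fluo-8 calcium influx in TRPV1-expressing cells, kinetic read (ex 480/em 520 nm). Compound added and read 3 min for agonist activity, followed by capsaicin at EC20 final and 2 min further read for enhancement.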
A-T KAP1 phos = potential ataxia-telangiectasia treatment. […] A-T fibroblasts, KAP-1 phosphorylation AlphaLISA; neocarzinostatin DNA damage 30 min before lysis. Potency, µM (highest dose often 57.5 µM), without a hit: top-dose activation, usual class: activators. 0.19% of 320,000 active; further: potency means the concentration at half of the fitted maximal effect; % of control where 0% means no effect; nearly all actives have a fitted effect of over 45% in size
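hTERT-immortalized A-T patient fibroblasts ([…]), 500 cells/well in OPTI-MEM, 1% FBS, got compounds for 60 min, then NCS for 30 min at 37C. Lysates were then assayed for phospho-KAP-1 by AlphaLISA (anti-pKAP1 donor, anti-KAP1 acceptor beads), 6 hr at 25C.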
* = called active by the depositor; i = inactive; ? = inconclusive; · = not tested or not shown; [ ] = dose if it differs, or a comment. Unless noted, the call rests on the fitted dose curve; in most records, active means well fitted curve in the direction sought with a large enough effect; inconclusive means small, poorly fitted or top-dose-only effect, or another doubt; inactive means no such curve, though single readings can be large; an effect the other way counts as inactive or inconclusive.

SMILES	MBNL1 CUG block	ASM inhibitor	Coupling enz	Integrin act MD	GALK inh	MLL CXXC-DNA inh	KCNH2 3.1 inh	hERG WT inh	TRPV1 agonist	A-T KAP1 phos
CCOc1cc(CNCCc2ccc(S(N)(=O)=O)cc2)ccc1OCC(=O)NC1CCCCC1	-2%	-1%	4	-38%	1%	12%	-12	5	-2	4%
COc1cc(C)c(Cl)cc1S(=O)(=O)N1CCSC1	-3%	0%	0	-19%	-6%	14%	25	-2	0	-3%
O=C(CN1C(=O)c2ccccc2S1(=O)=O)NCCC1=CCCCC1	-5%	-1%	1	5%	-2%	3%	-17	-3	2	-9%
COc1ccccc1-c1cc(C(=O)N2CCN(c3ccccc3OC)CC2)no1	-9%	0%	3	14%	0%	20%	3	-7	-2	7%
O=C(C[n+]1cccc(NC(=O)c2ccccc2)c1)c1ccc(NC(=O)c2ccccc2)cc1	8%	-8%	0	-10%	·	?	-2	1	0	1%
COc1cc(CN2CCNC(=O)C2CC(=O)N(C)Cc2ncc[nH]2)cc(OC)c1 (stereo not drawn)	-1%	1%	0	-5%	2%	4%	-1	-1	0	0%
CC(=O)c1c(C)[nH]c(C(=O)NCCc2c[nH]c3ccccc23)c1C	-15%	2%	0	13%	-3%	2%	14	-11	9	-2%
C=CC[C@H](CC(=O)NCCO)C(=O)N[C@H](COC(=O)[C@H](CC=C)CC(=O)OC(C)(C)C)c1ccccc1	·	3%	·	-33%	·	·	18	-5	·	-3%
C#CCOc1c(Cl)cc(C2C3=C(CCCC3=O)N(CC(=O)O)C3=C2C(=O)CCC3)cc1OC	11%	i	4	0%	-1%	12%	8	4	0	6%
CN(CCC#N)C(=O)CC(Cc1ccccc1)C1CCOC(C)(C)C1 (stereo not drawn)	-2%	0%	-4	18%	2%	0%	28	-17	-7	3%
COCCCNC(=S)NNC(=O)C(O)(c1ccccc1)c1ccccc1	-3%	-5%	0	13%	-3%	-6%	2	1	0	-2%
Cc1nc(C)c(-c2csc(Nc3cccnc3)n2)s1	13%	-1%	-2	25%[7.66 µM]	-4%	0%	0	-10	0	-3%

7 structures already listed, ordered by heavy-atom count, lowest first.
SMILES	MBNL1 CUG block	ASM inhibitor	Coupling enz	Integrin act MD	GALK inh	MLL CXXC-DNA inh	KCNH2 3.1 inh	hERG WT inh	TRPV1 agonist	A-T KAP1 phos
COc1cc(C)c(Cl)cc1S(=O)(=O)N1CCSC1	-3%	0%	0	-19%	-6%	14%	25	-2	0	-3%
Cc1nc(C)c(-c2csc(Nc3cccnc3)n2)s1	13%	-1%	-2	25%[7.66 µM]	-4%	0%	0	-10	0	-3%
CC(=O)c1c(C)[nH]c(C(=O)NCCc2c[nH]c3ccccc23)c1C	-15%	2%	0	13%	-3%	2%	14	-11	9	-2%
CN(CCC#N)C(=O)CC(Cc1ccccc1)C1CCOC(C)(C)C1 (stereo not drawn)	-2%	0%	-4	18%	2%	0%	28	-17	-7	3%
COc1ccccc1-c1cc(C(=O)N2CCN(c3ccccc3OC)CC2)no1	-9%	0%	3	14%	0%	20%	3	-7	-2	7%
C#CCOc1c(Cl)cc(C2C3=C(CCCC3=O)N(CC(=O)O)C3=C2C(=O)CCC3)cc1OC	11%	i	4	0%	-1%	12%	8	4	0	6%
CCOc1cc(CNCCc2ccc(S(N)(=O)=O)cc2)ccc1OCC(=O)NC1CCCCC1	-2%	-1%	4	-38%	1%	12%	-12	5	-2	4%

The listing continues:
SMILES	MBNL1 CUG block	ASM inhibitor	Coupling enz	Integrin act MD	GALK inh	MLL CXXC-DNA inh	KCNH2 3.1 inh	hERG WT inh	TRPV1 agonist	A-T KAP1 phos
COC(=O)C1CCN(c2c([N+](=O)[O-])cc(C(F)(F)F)cc2[N+](=O)[O-])CC1	?	-10%	2	-23%	1%	18%	-1	1	4	1%
O=C(NNCc1ccccc1)c1ccccn1	·	-1%	·	14%	·	·	6	2	·	·
COC(=O)c1ccc(CN(c2ccccc2Cl)S(C)(=O)=O)cc1	-9%	-3%	4	?	9%	6%	12	-2	-2	5%
O=C(c1ccc(CS(=O)(=O)c2ccccc2)o1)N1CCN(c2ccccc2)CC1	-7%	1%	0	-36%[inhibitor]	10%	9%	10	-3	0	-5%
O=C1CSC2(C(=O)N3CCCc4cccc2c43)N1c1cccc(C(F)(F)F)c1 (stereo not drawn)	-10%	-1%	-1	15%	-2%	-3%	11	-14	1	-5%
Cc1cc(C)n(-c2ncc(C#N)cn2)n1	-4%	0%	0	9%	1%	-2%	11	3	3	12%
CCOC(=O)C(Cc1ccnc2ccccc12)=NO	·	4%	·	-2%	·	·	-8	-5	·	·
COc1cc(/C=N/O)cc(Cl)c1OC	-4%	4%	0	5%	2%	2%	-2	-1	0	-5%
CCOc1ccccc1NS(=O)(=O)c1c[nH]c(C(=O)OC)c1	-5%	-4%	1	16%	·	8%	32	9	0	13%
Oc1ccccc1/C=N/NC(=S)NC1CC2C=CC1C2 (stereo not drawn)	7%	225%	4	-47%[inhibitor]	·	37%[activator]	7	1	20	-2%
COc1ccc(S(=O)(=O)/N=C2\C=C(NS(=O)(=O)c3ccccc3)C(=O)c3ccccc32)cc1	?	3%	-40*	-44%	2%	25µM*	15	-9	-4	3%
COC(=O)c1ccc(NC(=O)c2cc3sccc3n2C)cc1	-2%	-14%	·	0%	-2%	-6%	-11	-6	-1	-4%
COc1ccccc1CN1C(=S)SC(C)(C)C1NO (stereo not drawn)	0%	15%	2	-18%	2%	12%	-2	-6	4	5%
Cc1cc(C)nc(NS(=O)(=O)c2ccc(NC(=S)NC(=O)c3ccco3)cc2)n1	-17%	15%	-2	16%	0%	-13%	6	1	1	-1%
O/N=C1/C2C3C(Br)C4C5CC(C1C53)C24 (stereo not drawn)	2%	4%	4	-14%	2%	7%	1	0	3	10%
CCN(CC)C(=O)COc1ccc(-c2nnc(N3CCCCC3)c3ccccc23)cc1	13%	3%	7	-28%	-4%	2%	8	-4	3	2%
Cc1ccc2sc(N(CCCN(C)C)C(=O)c3nc4ccccc4s3)nc2c1C	-11%	-23%	2	-68%[inhibitor]	7%	77%[activator]	-8	28	5	0%
Cc1cc(NC(=O)Nc2cccc(C)c2C)no1	-8%	1%	-3	1%	-2%	7%	·	43	0	-2%
O=C(CSc1ccc(-c2cccnc2)nn1)N1CCCCCC1	-7%	1%	1	6%	8%	-9%	0	17	1	-8%
COc1ccccc1C(=O)N1CCN(c2cccc(Cl)c2)CC1	?	-2%	-3	27%	2%	-9%	0	2	20	1%
CCN(C(=O)COC(=O)Cn1cnc2c1c(=O)n(C)c(=O)n2C)C1CCS(=O)(=O)C1 (stereo not drawn)	-9%	4%	·	1%	7%	-1%	-7	-7	1	7%
COC(=O)c1sccc1NC(=O)CC1C(=O)NCCN1C(=O)Nc1ccc(C(F)(F)F)cc1 (stereo not drawn)	-1%	-8%	2	-13%	2%	-17%	5	-4	22	-5%
CC1CCN(C(=O)Cn2cc(C(=O)c3ccco3)c3ccccc32)CC1	-2%	0%	0	-2%	4%	1%	-1	3	-2	18%
Cc1ccc(NC(=O)CS(=O)CC(=O)N(C(C)C(=O)NC2CCCCC2)C(C)(C)C)cc1 (stereo not drawn)	-10%	-1%	0	-5%	0%	2%	-14	-6	?	-5%
O=C(NC1CCCCC1)C1CCCN1C(=O)NCc1ccccc1 (stereo not drawn)	3%	6%	5	-19%	1%	9%	3	6	6	-6%
N#CC1=C(c2ccccc2)/C(=C/c2ccccc2)OC1=O	2%	19%	0	-37%	-8%	?	-7	3	?	8%
Cn1c(C(=O)NCC2CCCO2)cc2oc3ccccc3c21 (stereo not drawn)	4%	2%	-2	20%	-2%	-8%	8	-9	23	-7%
O=C(NC(=S)Nc1ccc2oc(=O)ccc2c1)c1cccc(F)c1	0%	6%	1	5%	-5%	-6%	-23	8	1	-10%
CC1CCCCC1NC(=O)COC(=O)c1ccc2c(c1Cl)C(=O)c1ccccc1C2=O (stereo not drawn)	·	-4%	0	9%	0%	1%	-3	0	-5	-3%
CCOc1ccccc1CN1CCC(n2nccc2NC(=O)CCc2ccccc2)CC1	3%	8%	1	?	2%	2%	-36	41	6	7%

Source: PubChem BioAssay
